Compound activity (PubChem)
TNF death inh = blocks TNF-alpha induced death of Jurkat FADD-/- cells. 220,000 compounds, 0.068% hits. activation (protection from cell death), % at 10 µM. AID 463075. Jurkat FADD-/- TNF necroptosis rescue, ATP luminescence, 24 h; 0 = TNF only, 100 = no-TNF cells;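 active = activation, meaning protection from cell death, of at least 50% relative to plate controls; inactive = activation below 50%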;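 note: necroptosis triggered by 40 ng/mL TNF-alpha added together with compound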
FXIa inh = blocks human coagulation factor XIa protease activity; inhibition, % at 5 µM; P03951; 220,000 compounds, 0.14% hits; purified FXIa, Boc-Glu-Ala-Arg-AMC fluorogenic substrate; AID 798;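 active = inhibition of at least 40%; inactive = inhibition below 40%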;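 note: fluorescence of freed AMC excited at 355 nm; 0% = enzyme without compound and 100% = no enzyme blank; many of its hits are not listed in these tables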
Target sequence (P03951 19-387 limits assumed): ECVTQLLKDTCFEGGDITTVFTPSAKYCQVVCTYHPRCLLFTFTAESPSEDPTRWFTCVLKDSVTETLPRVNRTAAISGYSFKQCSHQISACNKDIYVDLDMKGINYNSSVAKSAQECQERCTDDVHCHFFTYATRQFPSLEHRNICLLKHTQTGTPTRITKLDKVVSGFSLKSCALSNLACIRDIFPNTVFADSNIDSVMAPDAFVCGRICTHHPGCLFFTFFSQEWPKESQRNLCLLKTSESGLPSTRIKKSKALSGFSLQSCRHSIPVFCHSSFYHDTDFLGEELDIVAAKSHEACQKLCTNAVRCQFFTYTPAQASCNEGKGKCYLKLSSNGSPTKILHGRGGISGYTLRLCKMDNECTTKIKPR
Target sequence (P03951 388-625 limits assumed): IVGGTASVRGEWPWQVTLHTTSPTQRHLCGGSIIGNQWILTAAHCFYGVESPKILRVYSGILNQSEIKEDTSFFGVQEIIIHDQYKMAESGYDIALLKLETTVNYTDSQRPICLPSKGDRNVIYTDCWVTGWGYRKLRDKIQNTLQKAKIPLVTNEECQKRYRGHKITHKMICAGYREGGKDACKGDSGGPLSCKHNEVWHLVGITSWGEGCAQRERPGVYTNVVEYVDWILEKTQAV
CHOP inhibitor = CHOP inhibition in unfolded protein response; inhibition, % at 10 µM; CHO-K1 CHOP-promoter luciferase, tunicamycin-induced, 15-18 h; 220,000 compounds, 3.8% hits;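 active = compounds that reduced the stress-induced luciferase reporter signal by more than about 70% of percent inhibition, limit read from the data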;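 note: 0% = tunicamycin plus vehicle and 100% = wells without tunicamycin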
Wee1 stabilizer = human Wee1 degradation inhibition, primary screen; reporter increase, % at 5 µM; HeLa Luc-Wee1K328M stability, luciferase luminescence; 100% = proteasome inhibitor MG132 effect; AID 1321; P30291; 220,000 compounds, 1.2% hits;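 active = activation above the mean of all tested compounds plus 3 SD, set per screening run, cut at about 8.8% in these data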;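 note: cells exposed to compound for 20 h before luminescence read; 0% = DMSO alone and 100% = MG132 at 30 µM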
Tb hexokinase = T. brucei hexokinase 1 inhibition. recombinant TbHK1, G6PDH-coupled NADH A340. inhibition, % at 10 µM. 220,000 compounds, 0.11% hits;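 active = inhibition of 50% or more in the single-dose primary screen; inactive = inhibition below 50%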
L929 necroptosis = L929 zVAD cell death inhibition; L929 zVAD necroptosis rescue, ATP luminescence, 24 h; with zVAD 60 µM; viability rescue, % at 10 µM; 220,000 compounds, 0.38% hits; AID 1377;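 active = activation, scaled between plate controls, above about 75%, limit read from the data; inactive = activation under that limit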;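 note: 0% = zVAD with DMSO and 100% = DMSO alone without zVAD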
PGE2 EP2 inh = inhibitors of human EP2 prostaglandin E2 receptor. P43116. C6 glioma cells expressing human EP2, cAMP TR-FRET; cells stimulated with saturating PGE2. inhibition, % at 25 µM. 260,000 compounds, 0.52% hits;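 active = percent inhibition above 40 after rounding to a whole number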;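 note: rat C6 glioma host cells with rolipram phosphodiesterase inhibitor present; the protocol text gives 20 µM as final concentration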
Target sequence (P43116 whole entry, looked up): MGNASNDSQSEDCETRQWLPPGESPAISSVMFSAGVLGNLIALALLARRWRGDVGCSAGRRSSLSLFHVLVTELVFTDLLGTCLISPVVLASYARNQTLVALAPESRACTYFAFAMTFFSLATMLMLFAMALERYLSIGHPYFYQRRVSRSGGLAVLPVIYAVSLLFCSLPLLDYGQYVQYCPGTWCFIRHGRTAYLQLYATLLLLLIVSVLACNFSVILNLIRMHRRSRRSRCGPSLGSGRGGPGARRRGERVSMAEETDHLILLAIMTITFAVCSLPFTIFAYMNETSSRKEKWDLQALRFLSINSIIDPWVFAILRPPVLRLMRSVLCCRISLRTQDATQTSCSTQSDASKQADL
PPC-1+TRAIL kill = kills PPC-1 cancer cells in the presence of TRAIL. cell killing (% activity), % at 4 µM. AID 1443. 220,000 compounds, 0.41% hits. PPC-1 cells + TRAIL, ATPLite viability luminescence;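 active = cell killing above 50% in the first pass at 4 µM, then a duplicate retest at 5 µM averaging 50% or more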;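 note: plate controls were cells with TRAIL plus DMSO for no effect and medium-only wells lacking cells for full effect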
FXIIa inh = inhibitors of human coagulation factor XIIa | inhibition, % at 5 µM | purified FXIIa, Boc-QGR-AMC fluorogenic substrate, 2 h | 220,000 compounds, 0.3% hits | AID 800; in the data active = inhibition above about 40%;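 note: 0% = enzyme with no compound and 100% = blank without enzyme; many of its hits are not listed in these tables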
Active calls of the source: *; · = not tested or not shown; & = joins results of further samples.

Preview (2 entries):
| mol | TNF death inh | FXIa inh | CHOP inhibitor | Wee1 stabilizer | Tb hexokinase | L929 necroptosis | PGE2 EP2 inh | PPC-1+TRAIL kill | FXIIa inh |
| --- | --- | --- | --- | --- | --- | --- | --- | --- | --- |
| Cc1ccc(N2C(=O)C(Cl)=C(N3CCOCC3)C2=O)cc1Cl | -1.4 | 6 | 22 | -2 | 31 | 1.2 | 7 | 20 | 13 |
| Cc1ccc2c(c1)Oc1ccc([N+](=O)[O-])cc1C(=O)N2 | 0.1 | -4 | -9 | -1 | -1 | 2.1 | 4 | 12 | 1 |

Results, repeating the preview:
| mol | TNF death inh | FXIa inh | CHOP inhibitor | Wee1 stabilizer | Tb hexokinase | L929 necroptosis | PGE2 EP2 inh | PPC-1+TRAIL kill | FXIIa inh |
| --- | --- | --- | --- | --- | --- | --- | --- | --- | --- |
| Cc1ccc(N2C(=O)C(Cl)=C(N3CCOCC3)C2=O)cc1Cl | -1.4 | 6 | 22 | -2 | 31 | 1.2 | 7 | 20 | 13 |
| Cc1ccc2c(c1)Oc1ccc([N+](=O)[O-])cc1C(=O)N2 | 0.1 | -4 | -9 | -1 | -1 | 2.1 | 4 | 12 | 1 |
| Cc1ccc(NC(=O)CN(C)Cc2cc(=O)n3ccsc3n2)cc1 | -2.6 | 4 | 15 | 2 | -8 | -0.6 | 7 | -9 | 16 |
| COc1cc(Cl)c(C)cc1NC(=O)CSc1nnc(-c2ccccn2)n1Cc1ccco1 | -2.6 | 7 | 21 | 0 | -9 | -0.2 | 2 | 15 | 11 |
| CC(=O)Nc1nc(-c2ccc(Cl)cc2)nc(C)c1C(C)=O | -2.1 | 6 | -14 | 1 | 0 | -0.1 | 11 | 15 | 0 |
| COc1cc(OC)cc(C(=O)N[C@H](C(=O)OCC(=O)N2CCc3ccccc32)C(C)C)c1 | 1.3 | -5 | 48 | -1 | 2 | 1.0 | 7 | 9 | -1 |
| Cc1cccc(NC(=S)NCCN(C2CCCCC2)C2CCCC2)c1 | 1.6 | -3 | 33 | -4 | -4 | -1.6 | 10 | -8 | 5 |
| O=C1CC(c2ccccc2)CN1C(=O)c1cncc(Br)c1 (stereo unspecified) | 0.3 | 0 | 26 | -2 | -5 | 4.2 | 8 | 12 | 10 |
| O=C(NCCC1=CCCCC1)c1cccc2c1C(=O)N(C1CCCCC1)C2 | 0.3 | 4 | 85* | 0 | -1 | 1.5 | 2 | 12 | 4 |
| CCO/C([O-])=N/c1c[n+](N2CCOCC2)no1 | 0.9 | 4 | 13&-2 | -2 | -31 | 1.7 | 17&6&14 | 31 | 12 |
| CCN(CC)c1ccc(/C=N/NC(=O)c2ccccn2)cc1 | -9.2 | 3 | -25 | 9.5* | -41 | 2.3 | 11 | 20 | 9 |
| NNc1ncnc2c1cnn2-c1ccccc1 | 1.3 | 19 | 6 | 3 | 17 | 2.2 | -4 | -4 | 11 |
| C#CCOCCOCCOCCNc1nc(N2CCN(C(=O)[C@H](Cc3cc4ccccc4[nH]3)n3cc(C(N)CC(C)C)nn3)CC2)nc(N2CCN(C(=O)[C@H](CCC(=O)O)n3cc(C(N)[C@H](C)CC)nn3)CC2)n1 (stereo partly specified) | 0.7 | -2 | 7 | -1 | -19 | -0.4 | 15 | -11 | 4 |
| Cc1nc2ccc(NC(=O)c3cc(S(=O)(=O)N4CCOCC4)ccc3C)cc2s1 | -1.6 | 1 | 12 | -1 | 3 | 0.3 | 13 | -7 | 16 |
| CCSc1nc(-c2ccc(OC)cc2)n(-c2nc3ccccc3s2)n1 | -0.6 | -15 | 33 | -1 | -7 | -0.6 | 3 | 4 | -14 |
| C/C=C1\C(OC2OC(CO)C(O)C(O)C2O)OC=C(C(=O)OC)C1CC(=O)OCC1C(C)C(OC(=O)CC2C(C(=O)OC)=COC(OC3OC(CO)C(O)C(O)C3O)/C2=C\C)CC1C(CO)CO (stereo unspecified) | 0.6 | 1 | 6 | 2 | -8 | 0.5 | 19 | 12 | 6 |
| Cc1[nH]c(N=Nc2ccccc2)nc1N=Nc1ccccc1 | -15 | -1 | 39 | 6 | -2 | 7.5 | 6 | 28 | 9 |
| Cc1nn(Cc2ccc(C(=O)NN)o2)c(C)c1Cl | 1.5 | 8 | 3 | 5 | -7 | -0.4 | 14 | 15 | 5 |
| COc1ccccc1N1CCN(CCCNC(=O)Nc2ccccc2C)CC1 | 1.3 | -5 | 10 | 0 | 3 | -0.9 | 12 | -16 | -4 |
| CC(=O)N1C(c2ccccc2)CC(=O)OC1c1ccc2c(c1)OCO2 (stereo unspecified) | -0.8 | -13 | 14 | -2 | 17 | 0.0 | 11 | 6 | -5 |
| C=CCn1c(NS(=O)(=O)c2ccccc2)c(S(=O)(=O)c2ccc(C)cc2)c2nc3ccccc3nc21 | -1.6 | -5 | 6 | -2 | -4 | 11 | 12 | 5 | -17 |
| O=C(c1ccco1)N1CCN(C(=O)c2snc3ccc(Cl)cc23)CC1 | -1.7 | -1 | 20 | -3 | -12 | -0.2 | 14 | 39 | 7 |
| Cc1ccc(NC(=O)Cn2c(=O)oc3cc(S(=O)(=O)N4CCC(C)CC4)ccc32)cc1C | -0.5 | 3 | 74* | 3 | 3 | -0.9 | 11 | -4 | 14 |
| Cc1ccc(S(=O)(=O)N/N=C/c2ccc3nccnc3c2)cc1 | -5.9 | 5 | 10 | 2 | -19 | -0.3 | 9 | 7 | 15 |
| c1ccc(COc2ccc(CNn3cnnc3)cc2)cc1 | -0.6 | 4 | -3 | 1 | 3 | -0.6 | 8 | 9 | 2 |
| COc1cc(/C=C(/C#N)c2nc3ccccc3[nH]2)ccc1OCC(=O)Nc1ccccc1C(C)C | -13 | -18 | 108* | 2 | -9 | 0.8 | 16 | -11 | 8 |
| COc1ccc(C(=O)NC2CC(C)(C)Cc3occc32)cc1 (stereo unspecified) | -1.0 | 8 | 1 | 3 | 0 | 4.6 | 9 | 6 | 16 |
| CC(=O)Nc1ccc(C(=O)N/N=C/c2ccccc2OCc2ccccc2)cc1 | -5.4 | 0 | 4 | 0 | -5 | 1.4 | 5 | 19 | 8 |
| COc1cc(NC(=O)Cn2nc(Cc3cccnc3)c3ccccc3c2=O)cc(OC)c1OC | 0.5 | 9 | 16 | -3 | -3 | 1.6 | 15 | 8 | 9 |
| Cc1nc(-c2ccccn2)nc(N2CCOCC2)c1Cl | -1.3 | 3 | -6 | 10* | -2 | 0.2 | 5 | -5 | 7 |

Overlap with the part before: three entries, then new ones.
| mol | TNF death inh | FXIa inh | CHOP inhibitor | Wee1 stabilizer | Tb hexokinase | L929 necroptosis | PGE2 EP2 inh | PPC-1+TRAIL kill | FXIIa inh |
| --- | --- | --- | --- | --- | --- | --- | --- | --- | --- |
| CC(=O)Nc1ccc(C(=O)N/N=C/c2ccccc2OCc2ccccc2)cc1 | -5.4 | 0 | 4 | 0 | -5 | 1.4 | 5 | 19 | 8 |
| COc1cc(NC(=O)Cn2nc(Cc3cccnc3)c3ccccc3c2=O)cc(OC)c1OC | 0.5 | 9 | 16 | -3 | -3 | 1.6 | 15 | 8 | 9 |
| Cc1nc(-c2ccccn2)nc(N2CCOCC2)c1Cl | -1.3 | 3 | -6 | 10* | -2 | 0.2 | 5 | -5 | 7 |
| O=C(Nc1ccc2snnc2c1)N1CCN(c2ccccc2)CC1 | -0.1 | 2 | 0 | -3 | -13 | 0.3 | 6 | 20 | 7 |
| Cc1onc(-c2c(F)cccc2Cl)c1C(=O)N1C=CC(C(F)(F)F)=NCC1 | -2.3 | 5 | 46 | 0 | -9 | -0.3 | 10 | 15 | 17 |
| Cc1cc(NC(=O)CC#N)n(-c2nc3ccccc3[nH]2)n1 | 1.9 | 13 | -10 | -1 | -2 | 1.1 | 14 | -1 | 7 |
| Cn1/c(=N/NC(=O)c2ccccc2Br)sc2ccccc21 | 0.5 | -6 | 4 | 2 | -1 | 2.9 | 7 | 16 | · |
| O=C(Nc1cc(N2CCCCC2)ncn1)c1ccc(F)cc1 | 0.9 | -2 | 9 | 0 | -7 | 4.4 | 13 | 21 | 6 |
| CCN(CC(=O)Nc1ccc2c(c1)OCCO2)C(=O)c1cccc(S(=O)(=O)N2CCOCC2)c1 | -2.2 | 1 | 15 | -1 | 0 | 0.0 | 5 | 8 | 13 |
| Cc1nc2cc(NC(=O)N3c4ccccc4CC3C)ccc2o1 (stereo unspecified) | -3.2 | 1 | -11 | 2 | 0 | 0.2 | 2 | 34 | 3 |
| CC(C)(C)c1cc(NC(=O)c2cccc(S(=O)(=O)N3CCOCC3)c2)no1 | 1.1 | 6 | 16 | 0 | -6 | 2.2 | 6 | 12 | 7 |
| COc1ccc(/C=C2/CCc3ccccc3C2=O)cc1CN1CCOCC1 | 3.7 | 10 | -67 | -3 | -18 | -0.3 | 8 | 17 | 12 |
| Cc1nnc(SCC(=O)Nc2cc(-c3cc(C)c(C)cc3C)nn2-c2ccccc2)s1 | 2.0 | -8 | 42 | -1 | 29 | 1.1 | 11 | 26 | 8 |
| C#CCOCCOCCOCCNc1nc(N2CCN(C(=O)Cn3cc(CCCN=C(N)N)nn3)CC2)nc(N2CCN(C(=O)[C@H]([C@@H](C)CC)n3cc(CCC(=O)O)nn3)CC2)n1 | -0.1 | 6 | 3 | 3 | 14 | 3.1 | 4 | -18 | 16 |
| O=C(O)/C=C\C(=O)Nc1ccccc1C#Cc1ccc(Br)cc1 | -15 | 2 | -21 | 2 | -4 | 0.2 | 6 | 9 | 16 |
| CCOc1cc(/C=N/NS(=O)(=O)c2ccc(OC)cc2)ccc1OCCN1CCOCC1 | 2.5 | 7 | -18 | 1 | -18 | -0.6 | 13 | 7 | 16 |
| COc1cccc(OC)c1C(=O)N1CCN(Cc2ccccc2C)CC1 | 1.2 | 5 | 25 | -2 | -1 | 1.1 | 13 | 9 | 39 |
| COC(=O)c1ccc(COC(=O)c2nn(C)c(=O)c3ccccc23)cc1 | -3.5 | -2 | 27 | -1 | -4 | -0.3 | 9 | -8 | 5 |
| O=C(N/N=C1/C(=O)c2cccc3cccc1c23)c1ccc(Cl)cc1 | -3.8 | 8 | 72* | -1 | -19 | -0.8 | 24 | 10 | 12 |
| COc1ccc(Cl)cc1NC(=O)C1CCCN(S(=O)(=O)c2cccc3nonc23)C1 (stereo unspecified) | 1.2 | 2 | 56 | -5 | 4 | 0.6 | 12 | 13 | -4 |

Gathered by group: those above with bromine.
| mol | TNF death inh | FXIa inh | CHOP inhibitor | Wee1 stabilizer | Tb hexokinase | L929 necroptosis | PGE2 EP2 inh | PPC-1+TRAIL kill | FXIIa inh |
| --- | --- | --- | --- | --- | --- | --- | --- | --- | --- |
| O=C1CC(c2ccccc2)CN1C(=O)c1cncc(Br)c1 (stereo unspecified) | 0.3 | 0 | 26 | -2 | -5 | 4.2 | 8 | 12 | 10 |
| Cn1/c(=N/NC(=O)c2ccccc2Br)sc2ccccc21 | 0.5 | -6 | 4 | 2 | -1 | 2.9 | 7 | 16 | · |
| O=C(O)/C=C\C(=O)Nc1ccccc1C#Cc1ccc(Br)cc1 | -15 | 2 | -21 | 2 | -4 | 0.2 | 6 | 9 | 16 |

An excerpt, so the mix of outcomes need not match the whole.
